D2 antag: HTS Assay for Allosteric Antagonists of the Human D2 Dopamine Receptor: Primary Screen for Antagonists | HEK293 TREx D2 cells, calcium flux, dopamine EC80 | inhibition, % at 10 µM | 340,000 compounds, 2% hits | D(2) dopamine receptor (Homo sapiens), P14416; in the data active = inhibition above about 30%; also: 0% is about no effect
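In this primary screen, negative modulation is detected by tracking calcium flux after an EC80 dopamine challenge in inducible HEK293 T-REx D2 cells preexposed to test compound for 180 s.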
TrxR1 substrate: qHTS Assay for Substrates of Mammalian Selenoprotein Thioredoxin Reductase 1 (TrxR1): qHTS; Thioredoxin reductase 1, cytoplasmic (Rattus norvegicus), O89049; purified TrxR1 substrate turnover, NADPH consumption readout; Potency, µM (doses to about 114 µM), for inactives: top-dose activity change, negative = substrate turnover; 390,000 compounds, 0.01% hits; also: potency is read from the fitted curve at half-maximal effect; % is scaled to controls: 0 for no effect and ±100 for the full control effect; nearly all actives have a fitted effect of over 50% in size
Target sequence (O89049 whole entry, looked up): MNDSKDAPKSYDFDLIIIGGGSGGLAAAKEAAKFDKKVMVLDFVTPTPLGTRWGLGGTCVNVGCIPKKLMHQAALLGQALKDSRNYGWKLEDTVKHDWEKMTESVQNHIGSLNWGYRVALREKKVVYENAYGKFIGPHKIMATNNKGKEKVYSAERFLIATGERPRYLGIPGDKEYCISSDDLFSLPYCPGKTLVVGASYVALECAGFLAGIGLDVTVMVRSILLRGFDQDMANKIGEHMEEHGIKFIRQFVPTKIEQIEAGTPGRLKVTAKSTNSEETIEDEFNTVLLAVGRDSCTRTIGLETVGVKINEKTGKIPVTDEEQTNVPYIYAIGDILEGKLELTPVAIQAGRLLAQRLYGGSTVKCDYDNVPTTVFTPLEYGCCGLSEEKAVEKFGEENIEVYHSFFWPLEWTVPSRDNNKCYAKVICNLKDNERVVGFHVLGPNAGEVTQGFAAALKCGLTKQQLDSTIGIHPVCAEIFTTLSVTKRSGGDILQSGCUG
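Rat TrxR1, dispensed at 90 nM, was prereduced with 400 uM NADPH (final) for 5 min at ~22 deg C, then incubated with compound 15 min before 400 uM selenite. A first-read NADPH fluorescence drop versus no-compound background flagged substrates.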
PI4K2A inh: qHTS for small molecular inhibitors of PI4K2A; Phosphatidylinositol 4-kinase type 2-alpha (Homo sapiens), Q9BTU6; purified PI4K2A, ADP-Glo luminescence, 1 h; hits give low values; activity change, negative = inhibition, % at 76.9 µM; 420,000 compounds, 0.13% hits; in the data active = activity change below about -50%; inconclusive = mostly about -30% to -49%;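 also: -100% = wells without enzyme as full effect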
Target sequence (Q9BTU6 whole entry, looked up): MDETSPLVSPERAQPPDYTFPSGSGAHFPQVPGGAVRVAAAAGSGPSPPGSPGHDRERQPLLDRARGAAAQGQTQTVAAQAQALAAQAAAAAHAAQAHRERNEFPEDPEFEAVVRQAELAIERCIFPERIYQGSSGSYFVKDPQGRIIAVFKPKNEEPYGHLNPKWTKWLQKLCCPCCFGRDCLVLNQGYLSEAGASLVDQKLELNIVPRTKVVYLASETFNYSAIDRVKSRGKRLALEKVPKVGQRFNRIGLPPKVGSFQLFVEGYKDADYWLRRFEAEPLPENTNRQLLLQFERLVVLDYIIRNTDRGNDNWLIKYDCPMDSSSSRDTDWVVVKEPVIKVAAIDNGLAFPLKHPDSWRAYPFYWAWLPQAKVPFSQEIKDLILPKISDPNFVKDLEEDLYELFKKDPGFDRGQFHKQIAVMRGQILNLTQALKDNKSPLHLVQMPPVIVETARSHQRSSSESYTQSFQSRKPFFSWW
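PI4K2A activity was measured by ADP-Glo luminescence: enzyme (4 ug/mL stock) and phosphatidylinositol (1.2 mM stock) in Tris pH 7.5/MgCl2/EGTA/Triton X-100 buffer were reacted with ATP (300 microM stock) for one hour at ambient temperature.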
TRHR enhancer: qHTS for Small Molecule Agonists and Allosteric Enhancers of Human TRH Receptor: Primary Screen for Enhancers; Thyrotropin-releasing hormone receptor (Homo sapiens), P34981; TRHR cells, fluo-8 calcium fluorescence, EC20 TRH enhancement; enhancement, % at 2 µM; 360,000 compounds, 0.66% hits; in the data active = enhancement above about 30%; also: 0% is about no effect
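Enhancer read-out: after compound pinning and an initial kinetic agonist-mode read, an EC20 of TRH (10 nM final) was injected and fluo-8 calcium signal (Ex 480/Em 530) followed at 1 s/cycle for 100 cycles in TRHR-expressing cells.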
USP1-UAF1 inh: Inhibitors of USP1/UAF1: Primary Screen. Ubiquitin carboxyl-terminal hydrolase 1 (Homo sapiens), O94782. recombinant USP1/UAF1, Ub-Rhodamine cleavage fluorescence. Potency, µM (series often up to 57.1 µM), for the others: at the top dose activity change, negative = inhibition, usual class: inhibitors. 390,000 compounds, 0.23% hits; also: potency is read from the fitted curve at half-maximal effect; % is scaled to controls: 0 for no effect and ±100 for the full control effect; nearly all actives have a fitted effect of over 60% in size; inactives centre near -12
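In this screen, compounds sit with the deubiquitinase complex (1nM) for 15 min at room temperature before Ub-Rho is added at 150nM final. Fluorescence rise is then followed for 6 reads every 60 seconds.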
IDH1 R132H inh: qHTS for Inhibitors of mutant isocitrate dehydrogenase 1 (IDH1): qHTS; Isocitrate dehydrogenase [NADP] cytoplasmic (Homo sapiens), O75874; IDH1-R132H enzyme, NADPH consumption, diaphorase/resazurin fluorescence; Potency, µM (titrated, usually from 76.6 µM), without a hit: top-dose activity change, negative = inhibition, usual class: inhibitors; 390,000 compounds, 0.093% hits; AID 602179, 2012; also: potency is read from the fitted curve at half-maximal effect; % is scaled to controls: 0 for no effect and ±100 for the full control effect; nearly all actives have a fitted effect of over 65% in size
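IDH1-R132H (0.5 ug/mL dispensed) in pH 7.5 Tris buffer was preincubated 30 min with compound, then given a substrate mix of 0.016 mM NADPH and 2 mM alpha-KG for 80 min at room temperature; remaining NADPH was read by diaphorase/resazurin fluorescence.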
TrxR1 inh: qHTS Assay for Inhibitors of Mammalian Selenoprotein Thioredoxin Reductase 1 (TrxR1): qHTS. recombinant rTrxR1, NADPH fluorescence consumption, selenite substrate. Thioredoxin reductase 1, cytoplasmic (Rattus norvegicus), O89049. 390,000 compounds, 1% hits. Potency, µM (titrated, usually from 114 µM), inactives show at the highest dose activity change, negative = inhibition, hits mostly inhibitors; also: potency is read from the fitted curve at half-maximal effect; % is scaled to controls: 0 for no effect and ±100 for the full control effect; nearly all actives have a fitted effect of over 65% in size
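Rat TrxR1 (90 nM in the dispensed reagent) was pre-reduced with 400 uM NADPH for 5 min at room temperature, then incubated with compound for 15 min. After 400 uM selenite was added, NADPH fluorescence (Ex 340/Em 450 nm) was followed for 8 min.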
TRHR agonist: qHTS for Small Molecule Agonists and Allosteric Enhancers of Human TRH Receptor: Primary Screen for Agonists; Thyrotropin-releasing hormone receptor (Homo sapiens), P34981; TRHR cells, calcium flux fluo-8, FDSS agonist mode; activation, % at 2 µM; 360,000 compounds, 0.18% hits; in the data active = activation above about 30%; also: 0% is about no effect
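Read-out: compound-evoked intracellular calcium rise in TRHR cells, fluo-8 dye, kinetic FDSS fluorescence at 1 s/cycle following a 10-cycle baseline. Cells cultured overnight before dye loading (30 min–1.5 h, RT).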
D2 agonist: HTS Assay for Allosteric Agonists of the Human D2 Dopamine Receptor: Primary Screen for Agonists | HEK293 T-REx D2 cells, calcium flux agonist mode | AID 485358, 2010 | activation, % at 2 µM | 340,000 compounds, 0.53% hits;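 active = activation over 3 SD above normal in the single-dose calcium agonist read, cut at about 30% in these data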; also: 0% is about no effect
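Agonism is scored from calcium flux in a force-coupled, inducible HEK293 cell line expressing D2, read kinetically for 180 s after compound addition against dopamine controls.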
* marks the source's active call; other numbers are inactive results; ? = inconclusive; . = no result given; [ ] = dose if it differs, or a comment. Unless noted, calls follow the shape of the dose curve; as a rule, active = well fitted inhibition curve with a large enough effect; inconclusive = small, poorly fitted or top-dose-only effect; inactive = no such curve, though single readings can be large or run the other way.

Value order: D2 antag	TrxR1 substrate	PI4K2A inh	TRHR enhancer	USP1-UAF1 inh	IDH1 R132H inh	TrxR1 inh	TRHR agonist	D2 agonist
1. CCCC(=O)Nc1ccc(NC(=O)c2ccccc2)nc1
 : -5	-2%	-7	-3	2%	0%	9%	-0.1	1.2
2. CCOC(=O)Nc1ccc(C(N)=O)cc1
 : -7	11%	9	-1	-4%	-3%	28%	0.2	0.5
3. COc1ccccc1NC(=O)N1CCN(C(=O)c2ccco2)CC1
 : 5	5%	0	-4	-19%	6%	13%	0.0	4.8
4. c1ccc(-c2nnc(-c3ccccn3)c(-c3ccccn3)n2)nc1
 : -11	-4%[57.1 µM]	3	6	-15%	5%	14%[57.1 µM]	-1.2	-2.0
5. CCOC(=O)c1ccc(NC(=O)CCCc2nc(-c3ccccc3Cl)no2)cc1
 : .	-1%	1	-2	-18%	-13%	17%	0.2	0.6
6. Cc1occc1C(=O)NC(C)C1CCCO1 (stereo unspecified)
 : 6	2%[57.1 µM]	4	-4	-21%	1%	?	0.3	0.6
7. O=C(CSc1nncs1)Nc1ccc(S(=O)(=O)N2CCCC2)cc1
 : 3	3%	5	14	-26%	19%	12%	0.1	2.0
8. O=C(CN1CCN(C(=O)c2ccco2)CC1)Nc1cc(Cl)ccc1Cl
 : -27	2%[57.1 µM]	0	1	-20%	-3%	19%[57.1 µM]	-0.3	0.4
9. O=C(NCCCCNC(=O)c1cccs1)c1cccs1
 : 8	4%[57.1 µM]	3	6	-17%	-3%	-10%[57.1 µM]	-0.2	1.2
10. O=C(c1ccccc1)c1ccc(N2CCOCC2)c(F)c1
 : 6	-13%	-5	-5	-3%	4%	-9%	0.0	0.5
11. CCC(Sc1nc(-c2ccccc2)c(C#N)c(=O)[nH]1)C(=O)Nc1cc(C)on1 (stereo unspecified)
 : -21	-5%	0	-1	-12%	10%	-10%	0.6	-0.3
12. O=c1[nH]c([N+](=O)[O-])nn1C(c1ccccc1)c1ccccc1
 : .	-14%	1	0	-16%	-6%	-14%	-0.1	.
13. Cc1ccccc1N1CCN(C2CCCN(C(=O)c3cc[n+]([O-])cc3)C2)CC1 (stereo unspecified)
 : 15	-2%	8	1	-21%	0%	-7%	0.3	1.4
14. COc1ccc(S(=O)(=O)N2CCN(c3cccc(C)c3C)CC2)c2ccccc12
 : .	2%	4	-6	-13%	23%	12%	0.1	0.8
15. Cc1ccc2nc(Nc3ccc4[nH]c(=O)[nH]c4c3)c(-n3nc(C)cc3C)nc2c1
 : 23	6%	1	22	-23%	1%	-1%	1.8	-1.9
16. COc1ccc(C(C(=O)NC2CCCCC2)N(C(=O)c2ccco2)c2ccc(-n3cnnn3)c(C)c2)cc1 (stereo unspecified)
 : .	2%	5	.	-29%	8%	-2%	.	.
17. CC1(C)CC(=O)C(C=NCCN2CCN(CCc3ccccc3)CC2)=C(O)C1
 : -5	4%[57.1 µM]	-3	1	-1%	9%	4%[57.1 µM]	0.4	0.9
18. COc1ccccc1NS(=O)(=O)c1cc(NC(=O)CNC(=O)c2cc(C)cc(C)c2)ccc1C
 : 15	4%	3	0	-13%	2%	19%	0.6	0.6
19. OC(CNCCc1ccc(Cl)cc1)COc1cc(Cl)ccc1Cl (stereo unspecified)
 : -23	5%	-7	4	-5%	-9%	14%	1.6	1.2
20. COC(=O)c1c(NC(=S)Nc2ccc(F)cc2[N+](=O)[O-])sc2c1CCCCC2
 : 7	6%[57.1 µM]	0	2	-16%	16%	-22%[57.1 µM]	-0.9	-0.7
21. Fc1ccc(N2CCN(/C=C/c3nnnn3-c3ccccc3)CC2)cc1
 : -1	-2%	3	4	-18%	2%	-10%	0.8	-0.2
22. COc1ccccc1N(CC(=O)N1CCCC1)S(=O)(=O)c1ccc(C)cc1
 : -9	3%	5	3	-17%	-7%	14%	-0.3	1.1
23. Cc1cccc(NC(=O)c2cccc(S(=O)(=O)Nc3c(C)n(C)n(-c4ccccc4)c3=O)c2)c1
 : .	-10%	-2	.	-20%	6%	-3%	.	.
24. CCCN1C(=O)C(=O)c2cc(C)ccc21
 : .	2%	11	.	?	-1%	11%	.	.
25. Cc1nnc(SCC(=O)N(CC(C)C)c2c(N)n(CC(C)C)c(=O)[nH]c2=O)n1-c1ccccc1
 : -4	-2%[57.1 µM]	-5	6	-14%	0%	-4%[57.1 µM]	0.1	-0.3
26. CCN1C(=O)[C@H]2[C@@H](c3ccc(-c4ccc(Cl)c(Cl)c4)cc3)N[C@@](C)(C(=O)OC)[C@H]2C1=O
 : 9	1%	-4	6	-2%	9%	13%	0.1	0.1
27. Cc1cc(Cl)ccc1OCC(=O)N[C@@H](Cc1ccccc1)c1nc2ccccc2[nH]1
 : 22	-1%	-6	-8	3%	3%	9%	0.4	0.2
28. Cc1sc2nc(CN3CCOCC3)nc(N3CCN(S(=O)(=O)c4ccccc4)CC3)c2c1C
 : 11	-17%	0	-2	-11%	3%	-9%	-0.3	0.4
29. COc1ccc(-c2cc3nc(-c4ccc(Br)cc4)cc(C(F)(F)F)n3n2)cc1
 : .	7%	0	-1	-15%	-4%	8%	-0.6	0.3
30. CCCCCCCN1N=C(C)C(C(=O)c2ccccc2)C1=O (stereo unspecified)
 : -16	2%	0	0	-19%	7%	5%	-0.3	0.5

Part of the list above, set out differently.
entry	canonical_smiles	D2 antag	TrxR1 substrate	PI4K2A inh	TRHR enhancer	USP1-UAF1 inh	IDH1 R132H inh	TrxR1 inh	TRHR agonist	D2 agonist
30	CCCCCCCN1N=C(C)C(C(=O)c2ccccc2)C1=O (stereo unspecified)	-16	2%	0	0	-19%	7%	5%	-0.3	0.5
10	O=C(c1ccccc1)c1ccc(N2CCOCC2)c(F)c1	6	-13%	-5	-5	-3%	4%	-9%	0.0	0.5
7	O=C(CSc1nncs1)Nc1ccc(S(=O)(=O)N2CCCC2)cc1	3	3%	5	14	-26%	19%	12%	0.1	2.0

Next part.
Value order: D2 antag	TrxR1 substrate	PI4K2A inh	TRHR enhancer	USP1-UAF1 inh	IDH1 R132H inh	TrxR1 inh	TRHR agonist	D2 agonist
31. COc1cc(NC(=O)c2ccc(COc3ccccc3Br)o2)cc(OC)c1OC
 : -8	-10%	4	2	-12%	2%	-10%	0.6	-0.3
32. CC1CCC(NC(=O)CCNC(=O)c2ccccc2)CC1 (stereo unspecified)
 : 7	13%	-5	-2	-21%	7%	38%	0.2	2.5
33. CC1CCCC(C)N1C(=O)COC(=O)CCC(=O)c1cccs1 (stereo unspecified)
 : .	10%[57.1 µM]	-2	.	-17%	4%	-1%[2.29 µM]	.	.
34. OCCCn1c(C2CCCN2c2nc(-c3ccc(Cl)cc3)cs2)nc2cc(Cl)c(Cl)cc21 (stereo unspecified)
 : .	4%	-3	.	-14%	3%	9%[57.1 µM]	.	.
35. N/C(=N\OC(=O)CCCN1C(=O)c2ccccc2C1=O)c1ccc(Br)cc1
 : .	-4%	0	.	-2%	3%	11%	.	.
36. CCN(Cc1ccccc1)S(=O)(=O)c1c(C(=O)N2CCCC2)c(C)n(C)c1C
 : 1	1%	-3	-1	-7%	-9%	14%	-0.1	0.1
37. CS(=O)(=O)N(CC(=O)Nc1ccccc1)Cc1ccc(Cl)cc1
 : -8	-5%	-2	-2	0%	2%	2%	0.1	0.6
38. COc1cccc(NC(=S)N2CCN(Cc3ccccc3)CC2)c1
 : -1	-1%	2	-2	-15%	5%	-18%	0.6	0.0
39. COc1ccccc1Nc1nc(N)nc(CN(C)C2CCCCC2)n1
 : 9	0%	0	5	-20%	0%	?	1.5	0.1
40. CC(=O)OCC(=O)C1(O)CCC2C3CC(C)C4=CC(=O)C=CC4(C)C3(F)C(O)CC21C (stereo unspecified)
 : .	14%[57.1 µM]	-1	.	-7%	-5%	5%[2.29 µM]	.	.
41. COC(=O)c1ccc(NC(=S)NCCC2=CCCCC2)cc1
 : 55*	10%	2	1	-25%	-3%	?	0.9	0.3
42. O=C(NCCCN1CCOCC1)c1sc2cc(Cl)ccc2c1Cl
 : 14	3%[57.1 µM]	3	-1	-17%	-3%	3%[57.1 µM]	0.2	0.0
43. COC(=O)Cc1ccc(NC(=S)NCc2cccc(OC)c2)cc1
 : 13	-7%	2	8	-20%	1%	19%[57.1 µM]	0.5	-1.8
44. CCC(Sc1nc2ncccc2[nH]1)C(=O)Nc1cccc(OC)c1 (stereo unspecified)
 : .	-3%	-14	3	-23%	13%	10%	-0.4	-2.0
45. Cc1nc2ccccc2c(=O)n1Cc1ccco1
 : 0	1%	-1	-1	-20%	-1%	13%	-0.3	0.6
46. O=S(=O)(Nc1cccc(C(F)(F)F)c1)c1ccc(NS(=O)(=O)c2ccc3c(c2)OCCO3)cc1
 : .	-6%	-1	1	-26%	?	13%	0.5	4.2
47. NCc1oc(-c2ccccc2)cc1C(=O)O
 : -14	9%	1	0	-22%	0%	-3%	0.0	0.3
48. Cn1cnnc1SCC(=O)NN(c1ccccc1)c1ccccc1
 : 2	3%	2	-1	-8%	10%	18%	0.1	0.2
49. Cc1ccc2oc(C(=O)Nc3ccc(S(=O)(=O)Nc4nccc(C)n4)cc3)cc(=O)c2c1
 : .	-9%	-1	9	-25%	-15%	-2%	-0.3	0.2
50. CSCCC(C)N1CCC(Oc2ccc(C(=O)N3CCCC3)cc2)CC1 (stereo unspecified)
 : -9	17%	-1	0	-7%	5%	36%	0.6	-2.5
